Compound activity (PubChem)
Epigenetic derep = regulators of epigenetic silencing causing reporter derepression in mouse cells. 280,000 compounds, 0.2% hits. Potency, µM (highest dose often 53.9 µM), inactives show at the top dose GFP activation, actives largely listed as activators. murine LDR cells, GFP reporter derepression, 30 h; also: % of control where 0% means no effect; nearly all actives have a fitted effect of over 60% in size
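In this reporter-derepression format, murine cells bearing a silenced integrated CMV-GFP locus incubate with test compound (30 h, 37 C), then are washed and imaged; fluorescent objects of 20–120 um count as induced cells.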
RECQ1 helicase = blocks DNA unwinding by human RECQ1. AID 2549. Potency, µM (top dose mostly 57.3 µM), for the others: at the highest dose activity, negative = inhibition, actives largely listed as inhibitors. P46063. 240,000 compounds, 0.54% hits. RECQ1 DNA unwinding, red fluorescence kinetic read;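 also: plate controls were vehicle for no effect and no enzyme for full effect; nearly all actives have a fitted effect of over 30% in size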
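50 nM RECQ1T1 preincubated 15 min with compound in Tris pH 8.0 buffer with MgCl2, DTT, Tween-20 and 2.5 ug/ml poly(dI-dC); started with 200 nM TAMRA/BHQ-2 forked duplex and 2 mM ATP. Unwinding read as fluorescence (525/598 nm), two reads 2 h apart.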
KDM4E inh = JMJD2E (human) inhibition. Potency, µM (highest dose often 57.1 µM), without a hit: at the highest dose activity change, negative = inhibition, usual class: inhibitors. B2RXH2. 230,000 compounds, 1.6% hits. JMJD2E catalytic domain, FDH-coupled NADH fluorescence (FDH is formaldehyde dehydrogenase); active = well fitted inhibition curve with a large enough effect, not every such curve was filed as active; inconclusive = small, poorly fitted or top-dose-only effect, or another doubt; inactive = no such curve, though single readings can be large or run the other way;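 also: 0% = wells with enzyme and -100% = buffer wells without enzyme; nearly all actives have a fitted effect of over 50% in size; many of its hits are not listed in these tables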
Target sequence (B2RXH2 1-337 limits assumed): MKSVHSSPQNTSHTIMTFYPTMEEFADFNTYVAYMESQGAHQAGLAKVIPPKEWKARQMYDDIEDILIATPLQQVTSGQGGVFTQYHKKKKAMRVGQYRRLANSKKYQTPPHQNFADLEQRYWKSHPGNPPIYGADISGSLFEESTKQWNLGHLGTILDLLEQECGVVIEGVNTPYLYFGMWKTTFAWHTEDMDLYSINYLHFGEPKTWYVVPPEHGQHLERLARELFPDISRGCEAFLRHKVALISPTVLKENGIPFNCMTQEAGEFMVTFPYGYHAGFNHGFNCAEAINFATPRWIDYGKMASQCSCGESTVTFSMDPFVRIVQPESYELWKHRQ
SMN2 splice up = enhancers of SMN2 splice variant expression; 210,000 compounds, 2.8% hits; Potency, µM (top dose mostly 46.1 µM), for the others: at the top dose activity change, positive = activation, usual class: activators; HEK293 SMN2-luciferase splicing reporter, luminescence, 30-36 h; AID 1458; also: % of control where 0% means no effect; nearly all actives have a fitted effect of over 55% in size
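HEK293 cells carry an SMN2 […]–luciferase reporter in which exon 7 inclusion puts luciferase in frame. Cells were plated 10-12 h before compound addition, then incubated 30-36 h at 37C. ONE-Glo luminescence was read; sodium butyrate at 4.5 mM final served as control.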
NPSR antagonist = antagonists of human neuropeptide S receptor cAMP signaling. AID 1461. Potency, µM (series often up to 38.3 µM), without a hit: at the top dose activity change, negative = inhibition, usual class: inhibitors. 220,000 compounds, 1% hits. CHO-NPSR cells, cAMP TR-FRET, antagonist mode. Q6W5P4; also: % is scaled to controls: 0 for no effect and ±100 for the full control effect; nearly all actives have a fitted effect of over 50% in size; many of its hits are not listed in these tables
RGS12 GoLoco inh = blocks human Gai1 binding to RGS12 GoLoco peptide, red readout | Gai1:RGS12 GoLoco peptide FP, rhodamine, 10 min | Potency, µM (highest dose often 61.6 µM), for the others: at the highest dose activity, negative = inhibition, most hits filed as inhibitors | P63096 | 230,000 compounds, 0.44% hits; active = well fitted inhibition curve with a large enough effect, not every such curve was filed as active; inactive = no such curve, though single readings can be large or run the other way; also: % is scaled to controls: 0 for no effect and ±100 for the full control effect; nearly all actives have a fitted effect of over 30% in size; many of its hits are not listed in these tables
Target sequence (P63096 whole entry, looked up): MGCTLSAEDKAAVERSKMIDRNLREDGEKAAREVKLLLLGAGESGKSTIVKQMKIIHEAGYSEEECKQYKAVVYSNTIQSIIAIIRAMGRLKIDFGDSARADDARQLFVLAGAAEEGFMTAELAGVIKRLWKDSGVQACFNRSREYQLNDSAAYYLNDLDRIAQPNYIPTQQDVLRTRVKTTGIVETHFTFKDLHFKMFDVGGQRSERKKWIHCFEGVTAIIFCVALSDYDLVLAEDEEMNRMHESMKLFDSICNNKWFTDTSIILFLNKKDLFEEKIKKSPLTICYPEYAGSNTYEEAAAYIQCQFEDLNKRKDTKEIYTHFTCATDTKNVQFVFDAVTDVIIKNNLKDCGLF
KinaseGlo FLuc = counter-screen: inhibitors of Kinase-Glo firefly luciferase. Q27757. Kinase-Glo luciferase, ATP luminescence, 8 min. Potency, µM (doses to about 38.3 µM), inactives show at the top dose activity change, negative = inhibition, hits mostly inhibitors. 200,000 compounds, 0.28% hits. AID 1379; also: % is scaled to controls: 0 for no effect and ±100 for the full control effect; nearly all actives have a fitted effect of over 60% in size
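Recombinant Kinase-Glo luciferase, 10 uM ATP (linear range), luciferin; imidazole pH 7.2 / KCl / MgCl2 / Tween / BSA buffer; 8 min RT; luminescence.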
IMPase Li inh = cell-permeable IMPase inhibitors with lithium potentiation | 210,000 compounds, 0.35% hits | AID 1457 | Potency, µM (doses to about 59.4 µM), for inactives: at the top dose activity, negative = IMPase inhibition, actives largely listed as inhibitors | CHO-M1 cells, IP1 TR-FRET (IP-One), carbachol + lithium;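 also: IP1 builds up when IMPase is blocked and the TR-FRET signal falls; plate controls were basal vehicle for no effect and high inhibitor control for full effect; nearly all actives have a fitted effect of over 50% in size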
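Concentration–response in CHO-M1 cells, lithium-potentiated; 30 min at 37C. IP1 detected by competitive TR-FRET after 10 min lysis at RT. Hill-fitted AC50.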
* marks the source's active call; other numbers are inactive results; i = inactive; ? = inconclusive; . = no result given; & = joins results of further samples; [ ] = remark or other dose. Unless noted, calls follow the shape of the dose curve; as a rule, active = well fitted curve in the direction sought with a large enough effect; inconclusive = small, poorly fitted or top-dose-only effect, or another doubt; inactive = no such curve, though single readings can be large; an effect the other way counts as inactive or inconclusive. Potency is read from the fitted curve at half-maximal effect. Some of the compounds tested; the hit share may differ from the screen's.

SMILES | Epigenetic derep | RECQ1 helicase | KDM4E inh | SMN2 splice up | NPSR antagonist | RGS12 GoLoco inh | KinaseGlo FLuc | IMPase Li inh
COC(=O)c1ccc(-c2nc3cc(Cl)c(N)cc3s2)cc1 | 0.1% | -13% | 2.5µM* | 1.4µM* | 4%[46.1 µM] | -2% | ? | -19%
CCC1CCCCN1C(=O)COC(=O)c1ccc(S(=O)(=O)N2CCOCC2)cc1 (stereo unspecified) | 0.0% | i | 2% | 2% | -4%[46.1 µM] | -5% | 0% | -9%[38.3 µM]
CCOC(=O)c1ccc(S(=O)(=O)N2CCN(C(=O)c3nn(C)c(=O)c4ccccc34)CC2)cc1 | -2.5% | ? | -5% | -2% | -2% | 5% | -1% | 16%
O=C(O)CC(NC(=O)Cc1ccc(Cl)cc1)c1ccco1 (stereo unspecified) | 5.5% | 10% | 0% | -42%[inhibitor] | 17% | 1% | 1% | -4%
Cc1cc(C)nc(SCC(=O)Nc2ccc(S(=O)(=O)NC(C)(C)C)cc2)n1 | 0.7% | -4% | 0% | -27% | -2%[46.1 µM] | 8% | 0% | 41%[activator][38.3 µM]
COc1cc(Nc2ncnc(N)n2)cc(OC)c1OC | -0.2% | -7% | 5% | . | -23% | -3% | . | .
O=S(=O)(NCc1cccnc1)c1ccc(Cl)nc1 | -1.7% | -12% | 8% | 27% | -7%[46.1 µM] | 2% | 5% | 8%[38.3 µM]
CC12CCC(C(=O)N(NC(=O)c3ccccc3Cl)C1=O)C2(C)C (stereo unspecified) | 0.0% | 0% | 11% | 6% | 11% | -4% | -2% | -7%
CCC1Oc2ccc(C)cc2N(CC(=O)NCCCN2CCN(Cc3ccccc3)CC2)C1=O (stereo unspecified) | -1.1% | -5% | 5% | . | -3%[46.1 µM] | 2% | 4% | 5%[38.3 µM]
COc1ccccc1C1SCCN1S(=O)(=O)c1cccc(C(F)(F)F)c1 (stereo unspecified) | 0.0% | -25% | -2% | -16% | ? | -10% | 0% | 27%[38.3 µM]
Cc1cc(Cl)ccc1NC(=S)NCc1ccc(Cl)cc1 | -4.5% | -21% | 3% | 8% | -11%[46.1 µM] | 7% | 1% | 14%
COC(=O)CCC(=O)NNC(=O)CCC(=O)Nc1cccc(Cl)c1C | 1.2% | -2% | 18% | 9% | 8% | 10% | -3% | 0%
C/C(=N\Nc1cc(Cl)nc(C)n1)c1ccc(Cl)c(Cl)c1 | 0.9% | 1% | -2% | 7% | -7%[46.1 µM] | 1% | 9% | 4%
CCc1cc2c(=O)c(-c3nc4ccccc4n3C)c(COCC(=O)O)oc2cc1OC(=O)C(C)(C)C | -1.2% | 1% | ? | -7% | -13%[46.1 µM] | 5% | -2% | -13%[38.3 µM]
Cc1cccc(Cn2c(NCC(C)O)nc3c2c(=O)n(C)c(=O)n3C)c1 (stereo unspecified) | 3.2% | -5% | 7% | -91%[inhibitor] | -9%[46.1 µM] | 1% | -1% | 27%[38.3 µM]
Cc1cc(-c2ccccc2)n2ncc(-c3ccccc3)c2n1 | -1.8% | -7% | 10% | -52%[inhibitor] | -16% | 12% | 1% | 7%
O=C(Nc1c(C(=O)N2CCCCC2)cnn1-c1ccccc1)c1ccco1 | 6.4% | -5% | -4% | -16% | -3%[46.1 µM] | -2% | 0% | 14%[38.3 µM]
Cc1ccc(N(C)S(=O)(=O)c2ccc(C)cc2)cc1 | -0.7% | i | -3% | -21% | -6%[46.1 µM] | 5% | 20% | 25%[38.3 µM]
COc1ccc(N(CCCN2C(=O)c3cccc4cccc(c34)C2=O)C(=O)c2cccs2)cc1 | -3.2% | -1% | ? | -14% | -8% | 10% | 0% | 13%
CCC1Oc2ccc(C)cc2N(CC(=O)NCCCN2CCCCC2CC)C1=O (stereo unspecified) | -0.8% | -8% | -1% | -13% | -6%[46.1 µM] | 19% | 3% | 11%[38.3 µM]
COc1cc(C(=O)NCc2ccccc2)cc(Br)c1OC | -2.0% | 7% | -5% | 14% | 12% | -41% | 2% | -9%
CC1CCC2(CC1)OCC1(CCC3(COC4(CCC(C)CC4)OC3)C1=O)CO2 (stereo unspecified) | -1.1% | i | 4% | -13% | 8% | 6% | -1% | -5%
COc1cc(OC)c(-n2c(C)cc(C=O)c2C)cc1Cl | -2.9% | -1% | 7% | -5% | -7%[46.1 µM] | 8% | 2% | 7%[38.3 µM]
O=C(CSc1nnc(-c2cccs2)n1-c1ccccc1)c1ccc2c(c1)OCCO2 | -6.9% | -10% | 3% | . | 0%[46.1 µM] | . | . | .
COc1ccc(OC)c(S(=O)(=O)NC2CCN(Cc3ccccc3)CC2)c1 | 0.0% | 1% | 2% | 17% | -8%[46.1 µM] | 27% | 2% | 36%[38.3 µM]

The list continues:
SMILES | Epigenetic derep | RECQ1 helicase | KDM4E inh | SMN2 splice up | NPSR antagonist | RGS12 GoLoco inh | KinaseGlo FLuc | IMPase Li inh
c1ccc(OCc2nc(-c3cccs3)no2)cc1 | 1.7% | -7% | 1% | ? | -9%[46.1 µM] | 0% | -7% | 23%[38.3 µM]
Cc1c(NC(=O)C(C#N)=C2CCCCC2)c(=O)n(-c2ccccc2)n1C | 4.1% | i | 1% | ? | -14%[46.1 µM] | -1% | -6% | -3%[38.3 µM]
COc1cccc(-n2c(SCC(=O)N3CCCCC3)nc3c([nH]c4ccccc43)c2=O)c1 | -0.2%&0.8% | 2% | 3% | . | 48% | 1% | . | 4%
Cc1ccc(C)c(-c2cc(C(=O)NNC(=S)NCC(C)C)c3ccccc3n2)c1 | 2.7% | 1% | -11% | . | -21%[46.1 µM] | . | . | .
Cc1ccc(S(=O)(=O)n2cc(-c3ccccc3)c(N)n2)cc1 | -3.9% | i | -18% | -47%[inhibitor] | -5%[46.1 µM] | 0% | 17% | 44%[activator][38.3 µM]
O=C(NNC(=O)C1[C@H]2CCCC[C@@H]12)c1ccc(=O)oc1 (stereo partly specified) | -1.1% | -20% | ? | . | -2%[7.67 µM] | 7% | . | .
O=C(CCNC(=O)c1ccc(Br)o1)NCc1ccc(Cl)cc1 | -0.2% | -3% | 5% | . | -2%[46.1 µM] | . | . | .
CCN1CCN(C(=S)Nc2ccc(Cl)cc2Cl)CC1 | -4.1% | 3% | 4% | -16% | -8%[46.1 µM] | 6% | 1% | 25%[38.3 µM]
O=C(COc1ccc(Br)cc1)N1CCC(c2ccccc2)C1 (stereo unspecified) | 0.6% | -6% | 4% | -20% | 3%[46.1 µM] | -18% | -6% | 8%[38.3 µM]
COc1ccc(NS(=O)(=O)c2ccc(N3CCOCC3)c(NC(=O)c3ccc(OC)cc3)c2)cc1 | -0.8% | -16% | ? | -26% | -12% | -2% | 4% | 10%
CCN(CC)CCn1c(NCc2cccc(OC)c2)nc2ccccc21 | -6.1% | -2% | -7% | 28% | 11%[46.1 µM] | -13% | 4% | 0%[38.3 µM]
CC(C)[N+]1=C2C=CC=CC=C2SC12C([N+](=O)[O-])=CC(=[N+]([O-])[O-])C=C2[N+](=O)[O-] (stereo unspecified) | -1.3% | 4% | 1% | . | 8% | 0% | . | .
Cc1nc(NC2=NCN(CCc3ccccc3)CN2)nc2ccccc12 | 0.0% | i | -16% | 25% | -6%[46.1 µM] | 7% | -2% | 34%[activator][38.3 µM]
C/C(=N/NC(=O)CNC(=O)c1ccncc1)c1ccco1 | 2.0% | -9% | -5% | . | 29% | 3% | . | .
COC(=O)c1c(C(=O)OC)c2n(c1C)Cc1ccccc1C2 | -4.3% | i | -7% | -10% | 11%[46.1 µM] | 1% | 0% | 4%[38.3 µM]
CCC1=C(OC(=O)N(CC)CC)N2C(=O)OC(=NCc3ccccc3)[C@]2(C)[C@H]2C1=CC[C@H]1C(=O)N(CC(=O)OC)C(=O)[C@H]12 | 1.1%&-3.3% | -2% | 6%&8% | -3% | 2% | -3%&5% | -1% | -4%
CCN1CSC(=S)N(Cc2ccc(OC)cc2)C1 | 1.6% | i | 20% | . | ? | -1% | . | .
COc1ccc(CNC(=O)c2ccc(N3CCCC3=O)cc2)cc1 | -1.8% | -9% | 14% | 14% | -7%[46.1 µM] | -3% | 1% | -7%[38.3 µM]
COc1ccc(NC(=S)NCCc2c(C)[nH]c3ccc(OC)cc23)cc1 | 0.0% | -17% | -9% | -29% | -29% | 4% | -1% | -1%
CC(C)COC(=O)c1cc(-c2ccc(/C=N/n3cnnc3)o2)ccc1Cl | 4.6% | -3% | -3% | 6% | -1%[46.1 µM] | 22% | -1% | 3%
CCCNC(=O)COC(=O)c1[nH]c(C)c(C(=O)OCC)c1C | -0.8% | -14% | 3% | -20% | -3%[46.1 µM] | -4% | -3% | 20%[38.3 µM]
Cc1ccccc1NC(=O)CC1c2ccccc2CC(C)(C)N1C (stereo unspecified) | 8.5% | -6% | -20% | . | -15% | 8% | -2% | 36%[activator]
